VEEV TC-83 Vero – inhibitors of VEEV TC-83 cytopathic effect, confirmation, Vero cells (AID 588727); Vero cells, VEEV TC-83 cytopathic effect inhibition; higher % means a stronger effect; one-dose inhibition, % at 20 µM; IC50 in µM for titrated hits; hit rate 0.13% among 350,000; in the data active means a potency from the dose series; inconclusive means inhibition mostly from about 14% at the one dose, without a potency; inactive means the rest, 99 in 100 with inhibition below about 12%; further: strong numbers were not always called active
Salmonella PhoP GFP – PhoP regulon inhibitors, Salmonella typhi PhoP promoter GFP reporter, confirmatory (AID 1850); one-dose inhibition, % at 50 µM; IC50 in µM for titrated hits; Salmonella Typhi PhoP-promoter GFP reporter, fluorescence, 4 h; higher % means a stronger effect; hit rate 0.33% among 310,000; in the data active means a potency from the dose series; inconclusive means inhibition mostly from about 25% at the one dose, without a potency; inactive means the rest, 99 in 100 with inhibition below about 19%;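 further: 0% = induced wells with vehicle and 100% = uninduced wells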
H37Rv inhibition – M. tuberculosis growth inhibition, HTS (AID 449762) | hit rate 0.59% among 330,000 | one-dose inhibition, % at 25 µM; IC50 in µM for titrated hits | M. tuberculosis H37Rv growth inhibition, 7H9 media; higher % means a stronger effect; in the data active means a potency from the dose series; inconclusive means inhibition above about 70% without an active follow-up result;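 further: bacterial growth assessed after seven days of incubation; strong numbers were not always called active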
M. tuberculosis – growth inhibition of non-replicating M. tuberculosis (AID 488890); inhibition, % at 25 µM; hits with a dose series show IC50 in µM; Mycobacterium tuberculosis non-replicating, growth inhibition; higher % means a stronger effect; hit rate 0.39% among 320,000; in the data active means a potency from the dose series; inconclusive means inhibition mostly from about 82% at the one dose, without a potency; inactive means the rest, 99 in 100 with inhibition below about 76%;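 further: plate controls were DMSO cells for no effect and high antibiotic wells for full effect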
influenza NS1A – NS1A inhibition, H1N1 influenza, cell based functional assay (AID 504329). NS1A functional cell-based assay, percent inhibition; higher % means a stronger effect. inhibition, % at 12.5 µM, or IC50 in µM where a hit was titrated. hit rate 0.3% among 340,000; in the data active means a potency from the dose series; inconclusive means inhibition above about 27% without an active follow-up result; further: strong numbers were not always called active
VEEV TC-83 Vero 10K pilot screen – also measured in VEEV TC-83 Vero; calls as there; inhibition, %; measured here: 10K pilot screen inhibition
* marks the source's active call; other numbers are inactive results; i = inactive; ? = inconclusive; / = not tested or not shown.

SMILES	VEEV TC-83 Vero	Salmonella PhoP GFP	H37Rv inhibition	M. tuberculosis	influenza NS1A	others
O=C(CN1CCN(S(=O)(=O)N2CCOCC2)CC1)Nc1cc(Cl)ccc1Cl	i	4.4%	-0.2%	2.8%	2.0%
NC(=S)Nc1cccc2cn[nH]c12	i	6.4%	22.9%	33.3%	-3.9%
COCCCNC(=S)NC1CCCCC1	0.0%	-3.9%	-0.3%	-10.8%	-11.0%
CCSCCOC(=O)C1=C(C)NC(=O)NC1c1ccccc1 (stereo not drawn)	2.3%	-3.2%	-4.6%	-21.8%	29.3%
O=C1CCC(C(=O)Nc2ccc(Cl)cc2)N1 (stereo not drawn)	0.1%	8.2%	-0.6%	?	-0.8%
COc1ccccc1C(=O)NC(CCSC)C(=O)N1CCN(C(C)=O)CC1 (stereo not drawn)	0.6%	/	0.8%	-8.0%	-5.1%
CC(=O)Nc1nnc(SCC(=O)NC2CC2)s1	3.0%	5.2%	6.3%	-7.3%	-4.6%
CC(C)CC(O)(c1ccccc1)C(CN1CCOCC1)c1ccccc1 (stereo not drawn)	0.6%	-1.4%	4.1%	15.1%	21.5%
CCNC(=S)NCc1ccc(OC)c(OC)c1	i	-6.9%	-8.2%	-12.9%	8.4%
COc1ccc(C2=NOC(Cn3nc(-c4ccccc4)cc3C(=O)NCc3cccc(Br)c3)C2)cc1 (stereo not drawn)	8.0%	/	1.4%	-12.8%	-21.6%
CCC1(c2ccccc2)NC(=O)N(CC(=O)NNC(=O)c2ccc(F)cc2)C1=O (stereo not drawn)	1.3%	/	/	/	-11.0%
CC1Sc2ccc(S(=O)(=O)CCC(=O)N3CCCC3)cc2NC1=O (stereo not drawn)	2.4%	-7.8%	-0.5%	5.0%	4.4%
Cc1csc(NC(=O)c2ccc(C)c([N+](=O)[O-])c2)n1	7.8%	-8.8%	-0.4%	5.4%	0.5%
O=c1c2cc(F)ccc2sn1-c1ccc(F)cc1	0.7%	/	?	79.6%	5.3%
CC[N+](C)(CC)CCCOC(=O)C(O)(c1ccccc1)C1CCCCC1 (stereo not drawn)	0.4%	-2.1%	-5.8%	17.7%	-0.7%
O=C(Cc1ccc(NC(=O)C2CCN(C(=O)C3CCCC3)CC2)cc1)Nc1cccc(C(=O)N2CCCCC2)c1	0.6%	/	/	/	-49.5%
Cc1cnc(NC(=O)C2C(=O)c3ccccc3S(=O)(=O)N2C)s1 (stereo not drawn)	0.1%	/	-4.1%	24.7%	0.6%
COc1ccc(/C=C/CN2CCC(Oc3ccc(C(=O)N4CCCCC4)cc3)CC2)cc1	i	11.8%	?	49.0%	31.5%
Clc1ccc(SCCCCN2CCOCC2)cc1	i	6.1%	-1.3%	17.9%	-1.6%
COC(=O)c1ccc(OC)c(-c2c(OC)cc(OC)cc2OC)c1	0.8%	-5.7%	-8.2%	-8.8%	-6.3%
O=C(CSc1nn(-c2ccc(F)cc2)c(=S)s1)NC(=O)NCc1ccco1	i	-12.5%	0.8%	55.5%	-2.1%
Cc1cc(C(=O)CSc2nnc(C3COc4ccccc4O3)n2C)c(C)n1-c1ccc(F)cc1 (stereo not drawn)	i	1.4%	-17.1%	8.9%	9.3%
Nc1ccc2nc3n(c(=O)c2c1)CCC3	i	-7.0%	-19.0%	-16.6%	11.0%
CS(=O)(=O)N(CCc1ccccc1)CC(=O)Nc1ccc(OCc2ccccc2)cc1	0.7%	-1.4%	11.6%	25.9%	7.8%
COC(=O)c1ccc2c(=O)n(CC3CCCO3)c(SCC(=O)Nc3ccccc3OC)nc2c1 (stereo not drawn)	2.8%	-9.9%	-16.6%	4.0%	-3.6%

Of the compounds above, 8 have four or more nitrogen atoms:
SMILES	VEEV TC-83 Vero	Salmonella PhoP GFP	H37Rv inhibition	M. tuberculosis	influenza NS1A	others
O=C(CN1CCN(S(=O)(=O)N2CCOCC2)CC1)Nc1cc(Cl)ccc1Cl	i	4.4%	-0.2%	2.8%	2.0%
NC(=S)Nc1cccc2cn[nH]c12	i	6.4%	22.9%	33.3%	-3.9%
CC(=O)Nc1nnc(SCC(=O)NC2CC2)s1	3.0%	5.2%	6.3%	-7.3%	-4.6%
COc1ccc(C2=NOC(Cn3nc(-c4ccccc4)cc3C(=O)NCc3cccc(Br)c3)C2)cc1 (stereo not drawn)	8.0%	/	1.4%	-12.8%	-21.6%
CCC1(c2ccccc2)NC(=O)N(CC(=O)NNC(=O)c2ccc(F)cc2)C1=O (stereo not drawn)	1.3%	/	/	/	-11.0%
O=C(Cc1ccc(NC(=O)C2CCN(C(=O)C3CCCC3)CC2)cc1)Nc1cccc(C(=O)N2CCCCC2)c1	0.6%	/	/	/	-49.5%
O=C(CSc1nn(-c2ccc(F)cc2)c(=S)s1)NC(=O)NCc1ccco1	i	-12.5%	0.8%	55.5%	-2.1%
Cc1cc(C(=O)CSc2nnc(C3COc4ccccc4O3)n2C)c(C)n1-c1ccc(F)cc1 (stereo not drawn)	i	1.4%	-17.1%	8.9%	9.3%

(cont.)
SMILES	VEEV TC-83 Vero	Salmonella PhoP GFP	H37Rv inhibition	M. tuberculosis	influenza NS1A	others
CC(CC(=O)Nc1ccc(C(N)=O)cc1)c1ccccc1 (stereo not drawn)	0.3%	-10.6%	-3.8%	-23.3%	-2.5%
CCOc1ccc(CNC(=O)C2Cc3cc(S(=O)(=O)N4CCCCC4)ccc3N2C(C)=O)cc1 (stereo not drawn)	1.4%	5.1%	7.8%	18.6%	8.3%
C#CCOCCOCCOCCNc1nc(N2CCOCC2)nc(N2CCN(C(=O)[C@H](Cc3ccc(O)cc3)n3cc([C@@H](N)CC(C)C)nn3)CC2)n1	i	-11.1%	-1.7%	4.0%	4.7%
O=C(CCc1nc2sc3c(c2c(=O)[nH]1)CCCC3)N1CCN(c2ccccc2)CC1	1.6%	-3.7%	1.2%	8.8%	-0.1%
O=C(NCCC1=CCCCC1)C1CCN(C(=O)c2ccc(Cl)cc2)CC1	0.4%	-2.9%	2.4%	22.0%	-6.3%
Cc1cc(NC(=O)CSc2n[nH]c(=O)[nH]c2=O)ccc1Br	0.1%	12.3%	3.4%	-4.2%	-0.5%
Cc1nc2cc(-c3ccc(Cl)cc3)nn2c(C)c1CCC(=O)N1CCC2(CC1)OCCO2	3.5%	/	/	/	-0.5%
COC(=O)c1ccccc1NC(=O)CN(C)S(=O)(=O)c1ccc(OC)c(C)c1	i	-2.5%	-10.9%	31.3%	-0.8%
NS(=O)(=O)c1ccc(CCNC(=O)CCC2COc3ccccc3O2)cc1 (stereo not drawn)	0.7%	-8.2%	3.1%	-0.1%	-7.0%
O=C(Nc1cc(S(=O)(=O)N2CCCCC2)ccc1N1CCCCC1)c1ccncc1	0.5%	3.9%	11.2%	15.7%	-5.0%
CCOC(=O)N1CCN(C(=O)CN(C2CCCCC2)S(=O)(=O)c2ccc(C)cc2)CC1	0.5%	-7.3%	3.6%	8.6%	-3.1%
COc1cc2c(cc1OC)C(c1ccccc1)N(S(C)(=O)=O)CC2 (stereo not drawn)	1.2%	-1.0%	1.1%	8.8%	-0.1%
CC1CCCC(NC(=O)COC(=O)c2ccccc2[N+](=O)[O-])C1C (stereo not drawn)	i	-11.3%	-2.4%	19.4%	0.9%
Cc1cc2cc(CNC(=O)NC3CCCCC3)ccc2n1C	1.0%	/	?	/	33.8%
CCCCc1ccc(NC2=NCCCS2)cc1	i	140µM*	63.6%	?	-9.5%
CCOC(=O)CSc1nc2cc(C)cc(C)c2cc1C#N	4.2%	5.5%	0.3%	51.1%	-0.1%
Cc1nn(C)c(C)c1NC(=O)c1cnn2c(C(F)F)cc(-c3ccccc3)nc12	/	1.9%	3.0%	-7.3%	/
O=C(COc1ccccc1)NNC(=O)c1ccc(Cl)cc1	i	/	-9.5%	-4.4%	-15.2%
N/C(Cc1ccc(Cl)cc1)=N\OC(=O)C1CCCCC1	2.0%	8.9%	-3.9%	72.7%	2.3%
Cc1cc(C2(O)C(=O)Nc3ccccc32)ccc1F (stereo not drawn)	0.2%	-16.6%	5.5%	-4.6%	18.4%
O=C(c1cc(S(=O)(=O)N2CCOCC2)c(Cl)cc1Cl)N1CCCCC1CO (stereo not drawn)	?	0.3%	-3.2%	-0.8%	-3.0%
COc1ccc(OCCCC(=O)Nc2nncs2)cc1	3.7%	4.0%	-5.7%	35.8%	4.2%
Cc1ccc(OCCCCn2cnc3ccccc32)cc1	i	8.0%	?	?	-10.2%
C/C(=N/NC(=O)CNC(=O)Cc1ccccc1)c1ccco1	0.4%	-4.8%	1.7%	-3.9%	-9.9%
CC(=O)C1(c2ccccc2)CCN(C(=O)C2CCC(=O)N(CCc3cccc(F)c3)C2)CC1 (stereo not drawn)	6.8%	-10.7%	-8.0%	4.1%	-7.1%
Next part
SMILES	VEEV TC-83 Vero	Salmonella PhoP GFP	H37Rv inhibition	M. tuberculosis	influenza NS1A	others
Cc1ccc(S(=O)(=O)N2CCN(C(=O)C3CCN(C(=O)c4ccc(F)cc4)CC3)CC2)c(C)c1	0.4%	-8.0%	4.1%	25.3%	13.4%
CCn1c(O)c(N=NC(=O)c2cccs2)c2ccccc21	10.0%	-0.8%	6.6%	60.8%	-4.3%
Cc1cc(NC(=O)Nc2cccc(Cl)c2)n(-c2ccccc2)n1	i	9.2%	-6.2%	6.1%	0.2%
COCCOc1ccc(C(F)(F)F)cc1NC(=O)COC(=O)c1cc([N+](=O)[O-])ccc1N1CCOCC1	5.5%	-7.2%	-2.1%	49.4%	-6.6%
O=C(NCc1ccc(Cl)cc1)C(=O)c1cn(CC(=O)N2CCOCC2)c2ccccc12	2.9%	1.4%	3.8%	21.5%	6.9%
COc1ccc(Nc2ncnc3c2cnn3Cc2ccccc2)cc1	8.4%	-12.8%	-1.0%	37.4%	4.4%
CC(=O)c1ccc(OC(=O)c2ccc(-n3nc(C)cc3C)cc2)cc1	3.0%	-2.6%	?	2.45µM*	8.3%
N/C(=N\O)c1ccc(NC(=O)c2cccs2)cc1	4.0%	-10.9%	-4.5%	-1.9%	4.1%
O=C(NNC(=O)c1ccccc1OCc1ccc(F)cc1)c1ccccc1O	5.8%	-1.4%	12.0%	-4.5%	-10.2%
Nc1nc2n(n1)C(c1cccs1)CC(c1ccc(F)cc1)N2 (stereo not drawn)	0.1%	0.6%	3.5%	3.7%	-10.5%
COC(=O)COc1ccc(S(=O)(=O)NCc2ccco2)cc1	i	-6.4%	-3.1%	5.2%	2.6%
CCN(CC(=O)NC(C)C)C(=O)c1cc(S(=O)(=O)N2CCCCC2)ccc1N1CCCCC1	1.5%	/	-1.2%	15.7%	-3.9%
BrC(=C\c1ccccc1)/C=N/n1cnnc1	5.8%	/	/	/	-7.4%
CC(C)C[C@@H](CN)NC(=O)c1nc[nH]c1C(=O)N[C@@H](CC(C)C)C(=O)CNC[C@H](C)NC(=O)c1nc[nH]c1C(=O)N[C@@H](C)C(=O)O	i	/	/	/	-21.9%
CCN(CC(=O)Nc1cc(Cl)ccc1C)C(=O)Cn1c(=O)cnc2ccccc21	1.9%	1.0%	-7.5%	-3.4%	-13.3%
C[n+]1c2n(c3ccccc31)N=C(c1ccc(Cl)cc1)CS2	4.5%	12.3%	-1.5%	6.5%	1.2%
Cc1ccnc(SCc2cc(=O)c(OC(=O)c3ccc(Cl)c([N+](=O)[O-])c3)co2)n1	i	-4.7%	3.0%	4.4%	5.1%	VEEV TC-83 Vero 10K pilot screen=0.8
Cn1nccc1-c1cc(Cl)cc(Cl)c1O	3.3%	-0.5%	?	?	/
CCCCNC(=O)C1CCCN(S(=O)(=O)CC)C1 (stereo not drawn)	0.6%	-39.0%	1.9%	2.3%	-17.6%
O=C(O)c1ccc(NC(CSCc2ccccc2F)C(=O)O)c([N+](=O)[O-])c1 (stereo not drawn)	0.8%	-3.5%	6.1%	-5.8%	-2.2%
O=C(COc1ccccc1F)NCC(c1ccc(F)cc1)N1CCOCC1 (stereo not drawn)	2.9%	/	-6.4%	10.4%	-12.3%
CN(CC(=O)Nc1ccccc1Br)C(=O)c1cc(S(=O)(=O)N(C)C)ccc1N1CCCC1	8.6%	-0.2%	-1.5%	31.3%	-9.5%
CCC(C)C1(CC)C(=O)NC(=O)N=C1N (stereo not drawn)	0.1%	9.9%	0.5%	-3.7%	-9.8%
C=CCN(CC=C)Cc1c(O)ccc2c(=O)c(-c3ccccc3)coc12	0.2%	-0.5%	-6.1%	62.5%	-4.3%
COc1ccc2c(-c3ccccc3)cc(SCC(=O)N(C)C)nc2c1	7.4%	-12.1%	?	14.5%	0.8%
O=C(NCC1CCCO1)c1cn(Cc2ccccc2Cl)nc1-c1ccccc1 (stereo not drawn)	11.2%	/	/	/	-3.6%
O=C(c1cccc(F)c1F)N1CCCC1	i	1.7%	-6.3%	-9.0%	7.2%

Screening data as filed in PubChem.
